# High-throughput results (PubChem BioAssay)
# USP1-UAF1 inh – inhibitors of human USP1/UAF1 deubiquitinase; recombinant USP1/UAF1, Ub-Rhodamine cleavage fluorescence; AID 743255; O94782; 390,000 compounds, 0.23% hits; Potency, µM (doses to about 57.1 µM), without a hit: top-dose activity change, negative = inhibition, actives largely listed as inhibitors; note: potency is the fitted concentration of half-maximal effect; % is set by controls: 0 for no effect and ±100 for the full control effect; nearly all actives have a fitted effect of over 60% in size; inactives centre near -12
#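 USP1/UAF1 complex (1 nM) preincubated 15 min at room temperature with compound, then Ub-Rho substrate (150 nM final) added. Kinetic fluorescence at 480/540 nm over 6 reads at 60 s intervals; 50 mM HEPES pH 7.8, 0.5 mM EDTA, 0.1 mg/ml BSA, 1 mM TCEP, 0.01% Tween-20.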
# TRHR PAM – allosterically enhances the human TRH receptor; P34981; TRHR cells, fluo-8 calcium fluorescence, EC20 TRH enhancement; enhancement, % at 2 µM; 360,000 compounds, 0.66% hits; in the data active = enhancement above about 30%; note: 0% is about no effect
# Target sequence (P34981 whole entry, looked up): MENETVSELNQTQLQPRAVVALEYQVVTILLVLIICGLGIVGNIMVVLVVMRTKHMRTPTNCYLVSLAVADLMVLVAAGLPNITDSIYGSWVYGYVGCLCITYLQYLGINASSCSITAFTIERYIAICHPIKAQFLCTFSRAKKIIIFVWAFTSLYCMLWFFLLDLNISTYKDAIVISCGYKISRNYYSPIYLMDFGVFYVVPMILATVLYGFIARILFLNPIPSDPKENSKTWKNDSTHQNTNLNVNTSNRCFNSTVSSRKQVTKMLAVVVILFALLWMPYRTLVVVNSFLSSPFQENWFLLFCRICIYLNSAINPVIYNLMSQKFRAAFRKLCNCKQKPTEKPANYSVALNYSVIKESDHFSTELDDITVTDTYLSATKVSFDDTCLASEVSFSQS
#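 Enhancer read-out: after compound pinning and an initial kinetic agonist-mode read, an EC20 of TRH (10 nM final) was injected and fluo-8 calcium signal (Ex 480/Em 530) followed at 1 s/cycle for 100 cycles in TRHR-expressing cells.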
# D2 ag – agonists of human D2 dopamine receptor; P14416; HEK293 T-REx D2 cells, calcium flux agonist mode; activation, % at 2 µM; 340,000 compounds, 0.53% hits;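 active = activation over 3 SD above normal in the single-dose calcium agonist read, cut at about 30% in these data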; note: 0% is about no effect
# Target sequence (P14416 whole entry, looked up): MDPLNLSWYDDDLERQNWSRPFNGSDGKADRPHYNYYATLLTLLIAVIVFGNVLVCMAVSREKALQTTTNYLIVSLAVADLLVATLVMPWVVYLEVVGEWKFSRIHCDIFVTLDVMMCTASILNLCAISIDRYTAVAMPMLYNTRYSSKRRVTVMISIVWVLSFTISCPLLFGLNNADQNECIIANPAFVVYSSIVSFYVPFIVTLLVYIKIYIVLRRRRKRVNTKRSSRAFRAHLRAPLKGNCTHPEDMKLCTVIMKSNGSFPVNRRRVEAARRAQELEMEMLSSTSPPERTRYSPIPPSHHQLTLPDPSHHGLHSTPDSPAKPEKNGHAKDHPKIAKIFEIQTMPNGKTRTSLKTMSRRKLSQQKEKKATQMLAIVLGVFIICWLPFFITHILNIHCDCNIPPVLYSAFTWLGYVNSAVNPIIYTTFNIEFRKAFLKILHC
#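 Tetracycline-induced HEK293 Trex cells with D2 receptor force-coupled to calcium signaling, plated overnight at 30 C and loaded with no-wash calcium dye. Calcium flux read kinetically for 180 s after compound addition; responses flag agonists.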
# rTrxR1 inhibitor – blocks rat thioredoxin reductase 1. O89049. Potency, µM (titrated, usually from 114 µM), without a hit: at the highest dose activity change, negative = inhibition, hits mostly inhibitors. 390,000 compounds, 1% hits. AID 588453. recombinant rTrxR1, NADPH fluorescence consumption, selenite substrate; note: potency is the fitted concentration of half-maximal effect; % is set by controls: 0 for no effect and ±100 for the full control effect; nearly all actives have a fitted effect of over 65% in size
#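 Rat TrxR1 (90 nM in the dispensed reagent) was pre-reduced with 400 uM NADPH for 5 min at room temperature, then incubated with compound for 15 min. After 400 uM selenite was added, NADPH fluorescence (Ex 340/Em 450 nm) was followed for 8 min.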
# Pin1 inhibitor – inhibitors of human Pin1. Potency, µM (series often up to 115 µM), inactives show top-dose activity, negative = inhibition, usual class: inhibitors. Pin1 FP peptide displacement, HiFluor488, 10 min. Q13526. 390,000 compounds, 0.009% hits; active = well fitted inhibition curve with a large enough effect in the polarisation, with a control signal flat, not every such curve was filed as active; inconclusive = small, poorly fitted or top-dose-only effect, or effect the other way, or a change in a side signal; inactive = no such curve, though single readings can be large or run the other way; the % refers to the polarisation; note: potency is the fitted concentration of half-maximal effect; % is set by controls: 0 for no effect and ±100 for the full control effect
# Target sequence (Q13526 whole entry, looked up): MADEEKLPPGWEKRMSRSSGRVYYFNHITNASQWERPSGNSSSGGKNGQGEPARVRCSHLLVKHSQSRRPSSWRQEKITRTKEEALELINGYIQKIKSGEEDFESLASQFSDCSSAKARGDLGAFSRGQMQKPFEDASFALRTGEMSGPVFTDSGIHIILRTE
# IDH1 R132H inh – inhibitors of human mutant IDH1 R132H; O75874; Potency, µM (doses to about 76.6 µM), for the others: at the highest dose activity change, negative = inhibition, actives largely listed as inhibitors; IDH1-R132H enzyme, NADPH consumption, diaphorase/resazurin fluorescence; 390,000 compounds, 0.093% hits; note: potency is the fitted concentration of half-maximal effect; % is set by controls: 0 for no effect and ±100 for the full control effect; nearly all actives have a fitted effect of over 65% in size
#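 IDH1-R132H (0.5 ug/mL dispensed) in pH 7.5 Tris buffer was preincubated 30 min with compound, then given a substrate mix of 0.016 mM NADPH and 2 mM alpha-KG for 80 min at room temperature; remaining NADPH was read by diaphorase/resazurin fluorescence.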
# TrxR1 substrate – is turned over as a substrate by rat TrxR1; AID 588456; purified TrxR1 substrate turnover, NADPH consumption readout; 390,000 compounds, 0.01% hits; O89049; Potency, µM (doses to about 114 µM), inactives show at the highest dose activity change, negative = substrate turnover; note: potency is the fitted concentration of half-maximal effect; % is set by controls: 0 for no effect and ±100 for the full control effect; nearly all actives have a fitted effect of over 50% in size
#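 Rat TrxR1, dispensed at 90 nM, was prereduced with 400 uM NADPH (final) for 5 min at ~22 deg C, then incubated with compound 15 min before 400 uM selenite. A first-read NADPH fluorescence drop versus no-compound background flagged substrates.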
# D2 antag – antagonizes the human D2 dopamine receptor | 340,000 compounds, 2% hits | AID 485344 | P14416 | HEK293 TREx D2 cells, calcium flux, dopamine EC80 | inhibition, % at 10 µM; in the data active = inhibition above about 30%; note: 0% is about no effect
#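 In this primary screen, negative modulation is detected by tracking calcium flux after an EC80 dopamine challenge in inducible HEK293 T-REx D2 cells preexposed to test compound for 180 s.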
# TRHR ag – TRH receptor (human) agonism; TRHR cells, calcium flux fluo-8, FDSS agonist mode; activation, % at 2 µM; 360,000 compounds, 0.18% hits; AID 493084; in the data active = activation above about 30%; note: 0% is about no effect
#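 Read-out: compound-evoked intracellular calcium rise in TRHR cells, fluo-8 dye, kinetic FDSS fluorescence at 1 s/cycle following a 10-cycle baseline. Cells cultured overnight before dye loading (30 min–1.5 h, RT).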
# * = called active by the depositor; ? = inconclusive; · = no result given; [ ] = dose if it differs, or a comment. Unless noted, calls come from the whole dose curve; as a rule, active = well fitted inhibition curve with a large enough effect; inconclusive = small, poorly fitted or top-dose-only effect; inactive = no such curve, though single readings can be large or run the other way. A portion of the library, so the mix of outcomes need not match the whole.
SMILES,USP1-UAF1 inh,TRHR PAM,D2 ag,rTrxR1 inhibitor,Pin1 inhibitor,IDH1 R132H inh,TrxR1 substrate,D2 antag,TRHR ag
O=C1NC[C@@H](c2ccccc2)OC(=O)[C@@H](Cc2ccc(F)cc2)C/C=C\C[C@@H]1CC(=O)N(CCO)Cc1ccccc1,?,·,·,10.9%[57.1 µM],0.9%,0.1%,1.1%[57.1 µM],·,·
Cc1ccc(S(=O)(=O)Nc2ccc(F)cc2)cc1C(=O)N1CCOCC1,-11.1%,·,·,19.3%[57.1 µM],2.8%,1.5%,3.8%[57.1 µM],·,·
O=C1CCC([N+](=O)[O-])C(c2ccc(Br)cc2)N1 (stereo unspecified),-4.1%,1.1,0.6,-10.4%,-8.3%,8.3%,-9.7%,6.5,0.0
O=C(NCc1cn2ccccc2n1)c1ccccc1,-4.2%,1.0,0.5,8.0%[57.1 µM],0.8%,-4.8%,5.1%,-6.5,0.6
O=C(NCc1ccccc1)c1cc(Sc2cccc(Cl)c2)nc2ccccc12,16.2%,0.1,0.2,13.4%[57.1 µM],-6.6%,-6.4%,5.1%[57.1 µM],·,1.7
Cc1ccc2nc(Nc3nc(-c4ccccc4)cc(=O)[nH]3)nc(C)c2c1,-8.0%,-4.9,0.8,-7.4%,27.1%,-2.3%,-9.8%,-1.0,-0.2
COC(=O)C1=C(C)N(c2cc(Cl)cc(Cl)c2)C(=O)C1,-16.2%,0.1,0.8,?,-1.1%,1.1%,-0.2%,0.0,8.4
COc1ccc(CN2C(=O)C(O)(CC(=O)c3c(C)n[nH]c3C)c3ccccc32)cc1OC (stereo unspecified),-25.3%,-0.8,0.2,5.7%,1.5%,5.7%,-1.9%,-5.8,0.1
C=CCn1c(=O)c2ccccc2n2c(SCC(=O)NCCc3ccccc3)nnc12,-25.6%,10.0,0.3,-8.1%,3.0%,7.2%,-5.9%,-25.9,-0.5
Cc1ccc(-c2csc3nnc(SCC(=O)NCc4ccco4)n23)cc1,-1.8%,-0.8,-2.3,5.3%,-0.8%,-2.9%,8.2%,-11.9,-0.7
COc1ccc(CC(=O)N2CCC(c3ccccc3)C2)cc1 (stereo unspecified),-19.4%,-3.8,·,6.5%,4.4%,-4.2%,2.4%,·,-0.1
COc1ccc(C(=O)NC(C)C2CC3CCC2C3)cc1 (stereo unspecified),-11.9%,6.0,1.2,5.4%[57.1 µM],2.3%,7.4%,-3.5%[57.1 µM],-10.2,-0.5
COC(=O)c1[nH]c2cc(OC)ccc2c1NC(=O)CN1CCN(c2cccc(C)c2)C(C)C1 (stereo unspecified),?,-1.3,-0.4,3.9%[57.1 µM],15.8%,-1.3%,7.7%[57.1 µM],7.6,0.5
COc1cc(CN(C)CCc2ccccn2)cc(OC)c1OC,-19.0%,-0.1,-1.5,-11.4%,-2.7%,3.4%,7.1%[57.1 µM],-5.1,-1.1
O=C(Nc1ccc(Cc2ccncc2)cc1)C1CCC(N2C(=O)C3CCCCC3C2=O)CC1 (stereo unspecified),-21.7%,1.0,-0.8,-1.5%,1.0%,6.2%,-2.4%,-4.7,0.2

# Compound profiles, from the list above.
# `COC(=O)c1[nH]c2cc(OC)ccc2c1NC(=O)CN1CCN(c2cccc(C)c2)C(C)C1` (stereo unspecified) is listed as USP1-UAF1 inh: ?; TRHR PAM: -1.3; D2 ag: -0.4; rTrxR1 inhibitor: 3.9%[57.1 µM]; Pin1 inhibitor: 15.8%; IDH1 R132H inh: -1.3%; TrxR1 substrate: 7.7%[57.1 µM]; D2 antag: 7.6; TRHR ag: 0.5
# `COc1ccc(CC(=O)N2CCC(c3ccccc3)C2)cc1` (stereo unspecified) is listed as USP1-UAF1 inh: -19.4%; TRHR PAM: -3.8; D2 ag: ·; rTrxR1 inhibitor: 6.5%; Pin1 inhibitor: 4.4%; IDH1 R132H inh: -4.2%; TrxR1 substrate: 2.4%; D2 antag: ·; TRHR ag: -0.1

# More structures follow.
SMILES,USP1-UAF1 inh,TRHR PAM,D2 ag,rTrxR1 inhibitor,Pin1 inhibitor,IDH1 R132H inh,TrxR1 substrate,D2 antag,TRHR ag
CCC1(CC)NC(=O)N(CC(=O)OC(C)C(=O)Nc2ccc(NC(C)=O)cc2)C1=O (stereo unspecified),-2.5%,3.2,-0.3,0.7%,0.0%,0.6%,-4.4%,-13.4,0.7
COc1ccc(CN(CC(=O)NCc2ccccc2)C(=O)CCC(=O)Nc2cc(C)ccn2)cc1,-15.7%,2.0,0.5,18.2%,1.0%,2.9%,3.5%,-2.1,-0.3
COC(=O)Cn1c(O)c(N=NC(=O)CNC(=O)c2ccc3c(c2)OCCO3)c2ccccc21,-11.5%,7.2,2.3,3.6%[57.1 µM],-6.6%,10.8%,3.7%[57.1 µM],-1.9,-0.3
O=C(NCC(F)(F)F)c1ccc(S(=O)(=O)N2CCN(C(=O)C3CCCO3)CC2)cc1 (stereo unspecified),-12.3%,-7.5,0.1,27.8%,0.0%,-5.7%,-0.6%,-3.0,0.5
CCc1ccccc1NC(=S)N(Cc1ccc(C(=O)O)cc1)Cc1ccc(OC)c(OC)c1,-11.6%,-0.5,-0.6,-11.9%,-10.0%,0.0%,-6.6%,2.4,0.0
CCOC(=O)c1ccc(NC(=O)C(CC)(CC)C(=O)OCC)cc1,-9.5%,-1.1,-0.4,-6.9%,-8.2%,5.8%,-11.2%,-3.1,0.5
CC(Sc1nnc(CN2CCCC2)n1Cc1ccccc1)C(=O)Nc1ccccc1 (stereo unspecified),-6.9%,2.5,-1.0,-18.0%,-8.3%,0.8%,-8.2%,-5.6,-0.4
Cc1cccc(NC(=O)c2onc3c2CCCC3)n1,-13.2%,-1.4,1.9,10.8%,7.1%,5.1%,4.4%,-5.2,-0.1
COc1cccc(NC(=O)CSc2nnc(NC(=O)C3CC3)s2)c1,-18.2%,-0.2,-1.9,15.8%,93.9%[activator],-8.5%,-0.9%,2.5,-0.7
O=C(Nc1sc2c(c1C(=O)NCc1ccccc1)CCCC2)c1cc(=O)c2ccccc2o1,9.0%,-10.5,-0.4,22.9%,·,-13.2%,7.7%,·,0.0
CN(C)c1ccc2c3c(ccc(N(C)C)c13)C(=O)OC2,-10.9%,0.6,-0.8,6.8%,-7.5%,2.2%,4.1%,5.9,-0.5
CCN(CC1CCCN(CCc2cccc(F)c2)C1)C(=O)c1ccc(CSC)o1 (stereo unspecified),-7.0%,-1.2,-0.8,15.6%,14.3%,6.3%,8.5%,0.2,-1.1
Cc1cc(OC(C)C(=O)NCCCN2CCCC2=O)c2c(C)c(C)c(=O)oc2c1 (stereo unspecified),-29.4%,-5.7,0.5,26.4%,0.7%,-6.1%,188.8%[activator],16.1,-0.9
N=c1c2c(-c3ccccc3)c(-c3ccccc3)oc2ncn1CCN1CCOCC1,-7.2%,4.9,·,3.7%,1.0%,2.8%,8.3%,·,-1.3
CN(CC(=O)Nc1ccc(Cl)cc1)C1CCCCC1,-17.4%,-6.5,0.9,20.0%,-4.6%,16.1%,-4.0%,-5.3,2.3
CCOC(=O)c1noc(C)c1C(=O)Nc1cccc(F)c1,-7.9%,-0.6,-0.5,21.4%,-0.6%,-4.0%,4.3%[57.1 µM],0.4,0.0
CC(=O)NNc1nc2ccccc2s1,-19.8%,·,·,17.1%[57.1 µM],-2.0%,-1.9%,11.2%[57.1 µM],·,·
NC(=S)N/N=C/c1ccccc1OC(=O)c1cc2ccccc2oc1=O,-5.7%,-2.4,-0.1,-34.5%,-0.7%,-1.5%,-9.7%,4.9,0.2
COc1ccc(Cl)cc1NC(=O)CNc1ccc(F)cc1C,-19.1%,0.9,0.4,-7.4%,-0.2%,-2.6%,-2.2%,-6.2,0.4
COc1ccc(N(C(=O)c2snc(C(N)=O)c2N)C(C(=O)NCC2CCCO2)c2ccc3ncccc3c2)cc1OC (stereo unspecified),-13.4%,12.4,0.6,13.8%,-16.3%,8.5%,3.8%,14.8,0.3
Cc1cc(N2C(=O)CC(N3CCN(c4ccc(C(=O)c5cccs5)cc4)CC3)C2=O)no1 (stereo unspecified),2.3%,1.7,-1.1,3.6%[57.1 µM],12.7%,5.9%,6.7%[57.1 µM],-12.2,0.1
O=C(NN=C1CCCC1)C1COc2ccccc2O1 (stereo unspecified),-3.4%,-4.2,2.7,11.6%,-5.5%,-4.9%,3.8%,-5.4,0.2
CCCCCCCNC(=O)COc1ccc2c(c1)C(=O)CC(C)(C)O2,-17.0%,6.2,-0.5,22.4%,0.7%,2.4%,95.8%[activator],29.5,0.0
O=C1C(=O)N(C2CCN(C(=O)c3ccc(Cl)cc3)CC2)CCN1Cc1ccc(F)cc1,-17.8%,15.1,0.2,15.0%[57.1 µM],-1.5%,-14.0%,6.3%[57.1 µM],·,0.5
COc1ccc(N(C(=O)c2cccnc2)S(=O)(=O)c2ccc3c4c(cccc24)C(=O)N3C)cc1,-23.5%,-2.7,-0.6,-1.0%[57.1 µM],8.1%,-2.3%,27.5%,-5.9,-0.1
COc1ccc(S(=O)(=O)N2CCOC2CNC(=O)C(=O)NCc2ccc3c(c2)OCO3)cc1OC (stereo unspecified),-9.5%,-0.1,7.1,6.3%,6.7%,2.5%,0.9%,-2.7,1.2
CCCCNC(=O)c1cn(C)c2ccc(S(=O)(=O)N3CC(C)CC(C)C3)cc2c1=O (stereo unspecified),-11.3%,6.0,-0.7,-8.9%,6.6%,-3.1%,-7.2%,5.3,-0.2
C/C(=N/Nc1ccc([N+](=O)[O-])cc1)c1c[nH]c2ccccc12,-17.4%,-0.4,14.2,22.0%,?,1.2%,0.6%,-3.4,34.9*
COc1ccc(-c2cccc(NC(=O)c3ccco3)c2)nn1,-9.7%,-7.0,-0.4,?,10.3%,5.2%,-10.2%,-13.0,-0.3
CCOCCCNC(=O)Cn1cnc2c(cnn2-c2ccc(C)c(C)c2)c1=O,-4.5%,0.9,1.9,12.3%,0.4%,-1.4%,4.1%,-4.0,0.4
